# Screening results as filed in PubChem.
# Yeast lifespan up: extends the lifespan of yeast | S. cerevisiae growth with nicotinamide, OD615; deaD strain in restrictive glucose medium | inhibition of the nicotinamide effect, % at 10 µM | 130,000 compounds, 0.68% hits | AID 775;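 active = inhibition above a set limit, placed 3 SD over the median of all compounds, cut at about 26% in these data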;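 also: 0% = nicotinamide-treated wells and 100% = cells grown without nicotinamide; some compounds called inactive have numbers as strong as hits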
#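 assay system = DeaD-strain S. cerevisiae | buffer or medium = restrictive glucose medium | reagent = 1.5 mM nicotinamide | compound = 10 µM single point, 0.25% DMSO | incubation = 48 h compound exposure at 30 °C, humidified | signal = OD615 measurement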
# Yeast growth inh: chemicals that inhibit yeast BB579 growth in restrictive medium (lifespan-shortening candidates); inhibition, % at 10 µM; 140,000 compounds, 0.51% hits; AID 804; S. cerevisiae BB579 growth, OD615, 48 h;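 active = inhibition above a set limit, 3 SD over the mean compound inhibition, cut at about 44% in these data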; also: inactives centre near -24
#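 Material: Saccharomyces cerevisiae DeaD strain BB579, replicative lifespan model yeast; buffer or medium: CSMM-D restrictive synthetic medium containing dextrose (glucose); compound: 10 µM single dose, DMSO 0.25%; timing: 48 h compound exposure at 30 °C after 4 h preincubation; signal: turbidity as optical density at 615 nm; benchmarks: positive control amphotericin B 10 µg/mL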
# NPY-Y2 antag: NPY-Y2 (human) receptor antagonism; P49146; NPY-Y2 expressing cells, antagonist mode; inhibition, % at 2.7 µM; 140,000 compounds, 0.99% hits; in the data active = inhibition above about 17%;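 also: 0% = vehicle with agonist challenge and 100% = reference antagonist with challenge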
# Target sequence (P49146 whole entry, looked up): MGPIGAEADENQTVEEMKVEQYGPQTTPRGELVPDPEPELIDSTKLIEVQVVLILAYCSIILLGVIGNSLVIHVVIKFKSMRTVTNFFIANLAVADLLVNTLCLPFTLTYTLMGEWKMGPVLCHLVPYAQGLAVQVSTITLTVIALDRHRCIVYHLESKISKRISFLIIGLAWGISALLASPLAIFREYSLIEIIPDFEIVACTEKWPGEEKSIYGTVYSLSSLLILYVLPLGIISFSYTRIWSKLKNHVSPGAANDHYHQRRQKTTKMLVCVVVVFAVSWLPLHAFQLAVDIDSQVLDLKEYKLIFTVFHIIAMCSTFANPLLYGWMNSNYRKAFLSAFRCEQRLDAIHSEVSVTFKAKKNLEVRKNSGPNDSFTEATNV
# HCT116 bCat-KO: beta-catenin-lacking colon tumor cell growth suppression; 140,000 compounds, 1.5% hits; viability, % at 10 µM; AID 818; HCT116 beta-catenin knockout viability, CellTiter-Glo, 60 h; stronger effect = lower value;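 active = viability at or under a set limit, the compound median less 4 SD, cut at about 6% in these data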;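 also: 0% = Hyamine 1622 control at 20 µM and 100% = untreated cell control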
# MRP-1 activ: activators of MRP-1 | 140,000 compounds, 0.61% hits | viability increase, % at 10 µM | H69AR cells + doxorubicin, viability rescue, CellTiter-Glo;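 active = viability gain under doxorubicin at or above a set limit, the compound median plus 3 SD, cut at about 4.7% in these data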;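 also: MRP-1 overexpressing cells given doxorubicin 25 µM after compound pretreatment; 18-22 h compound pretreatment then 72 h with doxorubicin before readout; 0% = doxorubicin-only wells and 100% = vehicle-treated cells without doxorubicin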
# HCT116 PTEN-null: suppresses growth of cells with PTEN deletion; HCT116 PTEN-null viability, CellTiter-Glo, 60 h; stronger effect = lower value; 140,000 compounds, 1.2% hits; viability, % at 10 µM;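 active = viability at or below a set limit, 4 SD under the median of all tested compounds, cut at about 3.7% in these data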;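 also: PTEN knockout HCT116 line with beta catenin targeted HCT116 as companion control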
# Measles CPE: protection of cells from measles virus. Measles virus-infected cells, CPE protection, absorbance. protection (pct of control), % at 4 µM. 140,000 compounds, 1.5% hits. AID 841; in the data active = protection mostly above about 24%, no sharp cut-off; inactive = mostly below about 26%; also: some compounds called inactive have numbers as strong as hits
# Phagocytosis inh: macrophage phagocytosis inhibition; J774A.1 macrophage IgG-bead phagocytosis, imaging; 110,000 compounds, 0.07% hits; inhibition, % at 5 µM;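 active = inhibition above the mean of the plate negative controls plus 5 SD, cut at about 13% in these data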;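 also: phagocytic index as fraction of beads internalized from green versus red external bead signal; plate controls were DMSO negative control for no effect and cytochalasin-D positive control for full effect; some results beyond the cut were filed as inactive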
# GALR2 blocker: antagonists of human galanin receptor 2 (GALR2). GALR2-expressing cells, antagonist mode. inhibition, % at 4 µM. 140,000 compounds, 0.39% hits; in the data active = inhibition above about 27%;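 also: cells stimulated with galanin 1-16 at roughly its EC80; 0% = agonist challenge control and 100% = basal control without agonist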
# Target sequence (O43603 whole entry, looked up): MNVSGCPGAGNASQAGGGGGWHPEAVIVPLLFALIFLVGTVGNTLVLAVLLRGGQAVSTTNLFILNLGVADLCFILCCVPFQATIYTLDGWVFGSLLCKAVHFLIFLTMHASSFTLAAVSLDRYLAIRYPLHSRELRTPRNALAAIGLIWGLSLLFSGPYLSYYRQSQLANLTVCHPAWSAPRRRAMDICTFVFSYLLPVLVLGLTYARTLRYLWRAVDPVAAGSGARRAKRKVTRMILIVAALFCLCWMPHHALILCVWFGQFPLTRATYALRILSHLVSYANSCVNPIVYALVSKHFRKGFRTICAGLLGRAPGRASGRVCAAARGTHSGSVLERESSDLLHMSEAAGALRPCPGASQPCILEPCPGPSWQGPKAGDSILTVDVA
# E-sel TNF inh: blocks E-selectin expression induced by TNF alpha; HUVEC TNFa-induced E-selectin immunofluorescence, high content; inhibition, % at 2 µM; 120,000 compounds, 0.71% hits; AID 1246;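 active = inhibition above the batch mean plus 3 SD, and confirmed as a hit on visual image review, cut at about 43% in these data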;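 also: 0% = TNF-stimulated DMSO wells and 100% = unstimulated control wells; not every result past the cut was called active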
# * hit, by the source's call; . = not tested or not shown. Outcome played no part in choosing rows. About 6.4% of those tested had a hit in this group.
SMILES,Yeast lifespan up,Yeast growth inh,NPY-Y2 antag,HCT116 bCat-KO,MRP-1 activ,HCT116 PTEN-null,Measles CPE,Phagocytosis inh,GALR2 blocker,E-sel TNF inh
O=[N+]([O-])c1cc(-c2ncccn2)cs1,-3,-24,2,95,-1.1,95,1,-1,-10,12
CCOC(=O)Cn1c2ccc(OC)cc2c2nc3ccccc3nc21,-10,-9,2,47,-2.1,60,4,1,3,.
COc1cc2cc(C(c3nnnn3Cc3ccc(F)cc3)N3CCCCCC3)c(=O)[nH]c2cc1OC (stereo unspecified),-9,-31,3,96,-1.6,94,3,-2,-3,-4
CCCCC1(C)OC(=O)C(=Cc2ccc(N(C)C)cc2)C(=O)O1 (stereo unspecified),30,-34,0,107,0.3,95,14,.,-4,-13
CCCn1nc(-c2nnc(-c3ccc(C)c(C)c3)o2)c2ccccc2c1=O,1,-56,0,101,-0.5,107,26,-1,10,.
CCC(=O)Nc1cccc(NC(=S)NC(=O)c2ccc(Cl)cc2Cl)c1,4,-27,2,83,-1.1,87,11,-10,-6,.
COC(=O)CCCCC(=O)C1C(=O)CC(C)(C)C(C(=O)OC)C1=O (stereo unspecified),36,-67,0,107,0.9,109,7,-1,-2,-6
CCOc1cc(/C=N/NC(N)=O)cc(Br)c1OCC(=O)Nc1ccccc1C,0,-19,17,78,-4.7,79,2,-2,-3,0
CN(C)C(=O)N1CCN(C(=O)c2ccccc2Sc2ccccc2C#N)CC1,-8,-39,3,93,-1.6,102,7,2,-7,-22
O=c1/c(=C/c2ccc(CNS(=O)(=O)c3ccccc3)o2)sc2n1CCN=2,-6,-17,3,95,-3.0,97,2,0,19,.
O=C(Cn1nnc(-c2ccccc2)n1)N/N=C/c1ccc(-c2ccc(Cl)cc2)o1,-2,-14,2,81,-1.7,73,3,.,-4,.
COc1ccc2c(c1)CCC(C)N2S(=O)(=O)c1ccc(C2CNC(=O)C2)cc1 (stereo unspecified),.,5,-1,88,-5.6,92,31,.,-6,-15
OCCNc1nc(Nc2ccccc2)nc(Nc2ccccc2)n1,-24,-8,-1,96,0.3,90,6,-1,3,-26
CCN(CC)CCNC1=NCCn2c1cc1cc(OC)ccc12,-3,1,10,50,-4.8,45,2,-1,-4,1
O=C(NCC1COc2ccccc2O1)c1c[nH]c2ccc(S(=O)(=O)N3CCOCC3)cc2c1=O (stereo unspecified),-2,-11,1,95,-2.7,90,8,-4,-4,.
N/C(COc1ccc(Cl)cc1)=N\NS(=O)(=O)c1ccccc1,-15,3,2,96,-0.3,99,5,0,-5,-3
C=CCOc1ccc(/C=N/O)cc1Cl,-6,-31,0,85,0.1,89,10,0,4,-28
COc1ccc2cc(/C=N/NC(=O)c3c(Cl)cnn3C)c(Cl)nc2c1,4,-48,1,92,-2.1,96,5,-2,-1,-3
COc1ccc(NC(=O)/C=C/c2ccc(C)o2)cc1S(=O)(=O)N1CCOCC1,-1,-25,2,84,-3.0,92,7,.,23,.
Cc1ccc(S(=O)(=O)ON2C(=O)c3cccc4cccc(c34)C2=O)cc1,34*,-39,8,81,-2.0,81,26,-6,-1,.
Cc1ccc(-c2ccc(/C=N/N3C(=O)C4C5C=CC(C6CC56)C4C3=O)o2)c([N+](=O)[O-])c1 (stereo unspecified),-31,-6,2,56,-2.5,65,4,-1,4,-9
Cc1ccc(NC(=O)CN2CC(C)SC2=NC2CCCCC2)cc1 (stereo unspecified),-13,5,4,68,-5.2,70,4,-1,9,-14
Nc1nc(NCc2ccccc2)nc(Nc2ccc(F)cc2)c1[N+](=O)[O-],-23,-27,-2,97,-0.3,89,4,-2,-27,21
COCCOc1nc2c(c(=O)n(C)c(=O)n2C)n1CCc1ccccc1,-13,-57,6,80,0.2,79,4,-1,1,-1
CCOc1ccc(NC(=O)CCNS(=O)(=O)c2cccs2)cc1,0,3,-2,92,-1.4,87,12,0,2,19
CN(C)CCNC(=O)c1c(O)c2c([nH]c1=O)CCCC2,-5,5,8,92,-1.5,97,6,4,12,.
COc1cc(CCC(=O)OCC(=O)Nc2cccc(S(=O)(=O)N(C)C)c2)cc(OC)c1OC,1,4,1,95,0.5,101,9,-6,-3,.
CCOC(=O)CSc1cc(C(F)(F)F)nc(-c2ccccn2)n1,-18,-28,3,107,-0.6,107,36,.,7,43
COCCN(C(=O)Cc1cccs1)c1nnc(-c2cccnc2)s1,-14,-23,0,98,-1.2,96,20*,-1,0,.
COc1ccc2nc(SCC(C)=O)c(C#N)cc2c1,-6,41,2,80,0.8,99,12,-3,15,.
O=C(O)CCCC(=O)N1CCN(c2cccc(Cl)c2)CC1,-13,10,4,107,0.3,98,5,0,-2,4
CCCCOC(=O)c1[nH]c(C)c(C(=O)OC)c1C,-11,-13,0,73,-1.9,72,2,-1,2,.
CCOc1ccc(S(=O)(=O)NCC2CCCO2)c2cccnc12 (stereo unspecified),-19,1,3,80,-2.4,85,2,-5,-9,22
Cc1cc(OC(=O)c2cccs2)ccc1C(C)C,-10,-48,6,104,3.0,98,12,-2,-6,-12
CCOC(=O)c1c(NC(=O)c2ccc(N3CCOCC3)c([N+](=O)[O-])c2)sc(C)c1C,-5,-14,-3,96,-0.4,95,3,.,10,13
O=C(NCC(c1cccs1)N1CCOCC1)c1cccc([N+](=O)[O-])c1 (stereo unspecified),-1,-11,2,25,0.7,21,8,-12,-5,.
CCOC(=O)c1cc(-c2ccccc2)sc1NC(=O)c1ccc(OC)c(OC)c1,6,-31,3,12,-6.2,5,7,-11,-2,.
O=C1c2ccccc2CCC12N=NCC2c1ccc(Cl)cc1 (stereo unspecified),-14,-33,6,86,-4.5,78,14,.,9,16
Cc1nc(N2CCN(C(=O)COc3ccccc3)CC2)c2c(C)c(C)sc2n1,-7,-15,5,22,-1.1,23,13,-1,-3,-1
CCOC(=O)CSc1nc2c(sc3ccccc32)c(=O)n1CCCN1CCOCC1,-28,-36,19*,79,-4.8,68,11,-1,-8,3
Cc1nnc(SCC(=O)Nc2ncc3c(n2)CCCC3=O)s1,-19,-18,1,103,-1.9,99,6,0,-16,.
C=C(C)Cn1c(SCC(=O)N/N=C/c2cccc(O)c2)nc2ccccc2c1=O,-6,-19,7,85,-2.4,86,15,-10,-2,7
COc1ccc2c(c1)c1c(n2C(C)=O)C(OC(C)=O)=NCC1,-20,-40,1,102,-3.4,83,3,0,-9,-8
Cn1c(CCN2CCCCC2)nc2cc(NS(=O)(=O)c3ccc(F)cc3)ccc21,-30,-11,3,19,-6.5,42,10,-1,12,.
CC(C)=CC(=O)Nc1ccccc1Br,-11,-24,4,104,0.2,103,5,-2,2,15
O=C(Nc1nc(-c2ccc(Cl)cc2)cs1)NC1CCCCC1,5,-39,3,22,0.9,17,4,.,-2,.
S=C(NCCc1ccccc1)NCc1cccs1,-6,14,1,89,-2.2,85,3,2,6,-9
CCC(=O)/C=C1\Sc2ccccc2N1CC,-6,-19,4,89,-1.5,95,14,-2,1,-23
Cc1cc(OC(=O)C(c2ccccc2)c2ccccc2)c([N+](=O)[O-])c(=O)[nH]1,2,-25,1,93,0.3,90,3,2,4,.
CC12CCC(C(=O)N(NC(=O)c3cc(Cl)ccc3O)C1=O)C2(C)C (stereo unspecified),4,-51,4,86,-0.4,98,20,-1,-3,-16
COc1cc(NC(C)C(=O)N2CC(C)OC(C)C2)cc(OC)c1 (stereo unspecified),-1,36,1,95,-2.0,86,6,-1,2,9
O=S(=O)(c1ccc(Cl)c(NC(=S)N/N=C/c2ccc(O)cc2)c1)N1CCOCC1,-6,-33,0,88,0.7,89,6,-2,9,4
Cc1ccc(NC(=O)CCn2cnc3cc(C)c(C)cc32)cc1,.,-5,3,98,-2.2,98,3,.,8,8
CC(NC(=O)c1ccc2c(c1)OCCO2)C(=O)O (stereo unspecified),-6,-66,7,104,-0.1,100,18,2,-5,-39
COCCn1c(=S)[nH]c2cc(OC)c(OC)cc2c1=O,-17,-40,2,92,-2.4,89,32,1,-13,-11
Cc1cccc(C)c1NC(=O)CNC(=O)CCC(=O)c1cccs1,-1,-25,4,95,-1.2,88,18,-8,-18,.
Clc1cccc(N/N=C/c2ccc(N3CCOCC3)s2)c1,-10,24,-1,86,-2.3,89,7,-1,12,.
COc1cccc(N2CCN(CC(=O)Nc3ccc(SC(F)F)cc3)CC2)c1,-3,-48,9,93,-0.4,89,18,-16,-3,13
Cc1cc(NC(=O)CSc2nnc3c(C)cc4cc(C)c(C)cc4n23)no1,5,-8,-1,48,-5.6,66,4,0,2,.
O=C(O)c1c[nH]ccc1=O,-7,-7,4,91,-2.8,98,18,-2,5,.

# Record cards, as listed above. Values in the order: Yeast lifespan up, Yeast growth inh, NPY-Y2 antag, HCT116 bCat-KO, MRP-1 activ, HCT116 PTEN-null, Measles CPE, Phagocytosis inh, GALR2 blocker, E-sel TNF inh
# CC12CCC(C(=O)N(NC(=O)c3cc(Cl)ccc3O)C1=O)C2(C)C (stereo unspecified) is listed as 4, -51, 4, 86, -0.4, 98, 20, -1, -3, -16
# O=S(=O)(c1ccc(Cl)c(NC(=S)N/N=C/c2ccc(O)cc2)c1)N1CCOCC1 is listed as -6, -33, 0, 88, 0.7, 89, 6, -2, 9, 4

# Additional entries
SMILES,Yeast lifespan up,Yeast growth inh,NPY-Y2 antag,HCT116 bCat-KO,MRP-1 activ,HCT116 PTEN-null,Measles CPE,Phagocytosis inh,GALR2 blocker,E-sel TNF inh
CCOC(CCn1c(SCc2ccc([N+](=O)[O-])cc2)nc2ccccc2c1=O)OCC,2,-9,8,56,-1.0,64,3,-13,0,.
COc1ccccc1C(=O)NC(C)c1ccccc1 (stereo unspecified),-12,-32,3,98,-0.5,97,10,0,-8,-12
CCOC(=O)C1=C(C)NC(=O)NC1c1ccc(OCC(=O)Nc2ccccc2)c(OC)c1 (stereo unspecified),1,-72,0,94,-1.5,95,8,0,8,.
COCCNC(=S)NNC(=O)c1ccco1,-9,-46,0,97,-0.2,105,5,-1,-8,17
CC(=O)Nc1ccc2c(c1)OCCOCCOc1cc(NC(C)=O)ccc1OCCOCCOCCO2,-8,-3,2,97,-1.6,104,15,.,0,-29
Cc1cccc(OCC(=O)N2CCC(c3ccccc3)C2)c1 (stereo unspecified),-12,-72,1,94,0.3,94,3,0,-3,-29
Cc1ccc(NS(=O)(=O)c2cc(NC(=O)c3cc4c(s3)CCCC4)ccc2C)c(C)c1,3,-46,1,67,-4.9,62,2,0,-5,.
COc1ccc(NC(=O)C23CC4CC(C2)CC(n2cnc(Br)n2)(C4)C3)c(C)c1,-6,-35,3,92,0.5,107,5,.,3,0
COc1ccc(S(=O)(=O)NNC(=O)c2cc3c4ccccc4n(C)c3s2)cc1,-17,-33,2,91,-1.2,89,6,-2,-2,-14
COc1ccc(S(=O)(=O)N2CCC(C(=O)NCC3CCCO3)CC2)cc1 (stereo unspecified),-5,-8,2,98,-1.4,100,1,1,1,3
N#C/C(=C\c1ccc(N2CCOCC2)o1)C(=O)N1CCOCC1,7,-63,4,94,-0.2,102,21,-7,10,.
O=C(CCl)N1c2ccccc2OCC1c1ccccc1 (stereo unspecified),47*,-49,0,90,-6.3,86,0,6,5,.
